From PubChem BioAssay
IMP-1 inhibitor: blocks Pseudomonas aeruginosa IMP-1 metallo-beta-lactamase | purified IMP-1, nitrocefin hydrolysis, epi-absorbance fluorescence | 290,000 tested, 0.45% active | inhibition, % at 5.6 µM;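 active = inhibition above the mean plus 3 SD of all compounds in the same screening run, cut at about 4.5% in these data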;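 also: 0% = IMP-1 with DMSO and 100% = DMSO wells lacking enzyme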
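System – purified recombinant IMP-1 beta-lactamase · Input – IMP-1 dispensed at 0.2 nM · Timing – 15 min preincubation plus 25 min reaction at 25 °C · Signal – Epi-absorbance fluorescence, 480 nm excitation, 530 nm emission · Measure – percent IMP-1 inhibition derived from blank-referenced optical density · Controls – Enzyme-plus-DMSO low control, enzyme-free DMSO high control · Replication – singlicate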
V1R ag counter: activates human V1a receptor in oxytocin agonist counter-screen; AID 2797; activation, % at 3 µM; 320,000 tested, 0.25% active; CHO-V1R cells, Fluo-8 calcium fluorescence, agonist mode; 0% DMSO, 100% 3 nM vasopressin; P37288;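 active = activation above the mean activation of all tested compounds plus 3 SD, per screening run, cut at about 20% in these data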;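 also: signal is peak over basal fluorescence ratio across a 100 second FLIPR read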
PHOSPHO1 block: blocks human PHOSPHO1 phosphatase activity | Q8TCT1 | recombinant PHOSPHO1, absorbance phosphatase assay | inhibition, % at 13.3 µM | 290,000 tested, 1.1% active; in the data active = inhibition above about 60%
Target sequence (Q8TCT1 whole entry, looked up): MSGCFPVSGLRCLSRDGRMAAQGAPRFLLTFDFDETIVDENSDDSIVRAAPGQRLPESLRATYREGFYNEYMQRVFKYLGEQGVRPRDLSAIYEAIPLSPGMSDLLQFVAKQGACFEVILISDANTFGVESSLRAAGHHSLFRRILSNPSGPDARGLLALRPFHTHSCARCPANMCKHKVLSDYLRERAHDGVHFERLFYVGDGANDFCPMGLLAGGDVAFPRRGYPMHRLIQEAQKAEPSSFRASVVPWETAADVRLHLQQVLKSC
VIM-2 inh: blocks Pseudomonas aeruginosa VIM-2 metallo-beta-lactamase. 290,000 tested, 0.89% active. AID 1527. purified VIM-2, nitrocefin hydrolysis, epi-absorbance fluorescence. inhibition, % at 5.6 µM;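 active = inhibition above the mean of all tested compounds plus 3 SD, cutoff set per screening run, cut at about 7.5% in these data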;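 also: red hydrolysis product quenches plate fluorescence so inhibitors raise well fluorescence; 0% = enzyme with DMSO and 100% = DMSO without enzyme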
GalR3 antag: blocks the human galanin receptor 3 | O60755 | HEK293 GalR3-CNG cAMP membrane potential fluorescence; galR3 body fused to GalR1 C-terminus | inhibition, % at 3 µM | 360,000 tested, 0.44% active;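 active = inhibition above the screen-wide average plus 3 SD, cut at about 13% in these data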;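 also: forskolin and galanin both at EC90 stimulate the cells; cAMP rise reported by CNG channel membrane potential dye signal; 0% = forskolin plus galanin with DMSO and 100% = forskolin alone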
Target sequence (O60755 1-299 limits assumed): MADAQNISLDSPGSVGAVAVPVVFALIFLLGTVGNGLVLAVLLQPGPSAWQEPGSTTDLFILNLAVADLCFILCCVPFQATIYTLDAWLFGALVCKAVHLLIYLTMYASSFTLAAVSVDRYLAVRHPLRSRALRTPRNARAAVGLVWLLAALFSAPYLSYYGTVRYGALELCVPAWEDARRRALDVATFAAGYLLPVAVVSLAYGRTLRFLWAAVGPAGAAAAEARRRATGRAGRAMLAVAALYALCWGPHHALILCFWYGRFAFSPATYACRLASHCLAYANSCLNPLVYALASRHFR
OXTR ag: agonists of human oxytocin receptor. P30559. 320,000 tested, 0.32% active. CHO-OTR cells, Fluo-8 calcium fluorescence; normalized: DMSO 0%, oxytocin 100%. activation, % at 3 µM. AID 2435;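 active = activation above the mean of all tested compounds plus 3 SD, cutoff set per screening run, cut at about 20% in these data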;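 also: peak over basal fluorescence ratio from a 100 s FLIPR kinetic read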
GPR7 antagonist: human neuropeptides B/W receptor 1 antagonism | P48145 | GPR7-expressing cells, fluorescence antagonist assay | inhibition, % at 4.4 µM | 290,000 tested, 1.1% active; in the data active = inhibition above about 16%, passing the limit was not always enough;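 also: cells stimulated with the agonist NPW; 0% = agonist with vehicle and 100% = vehicle without agonist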
Target sequence (P48145 whole entry, looked up): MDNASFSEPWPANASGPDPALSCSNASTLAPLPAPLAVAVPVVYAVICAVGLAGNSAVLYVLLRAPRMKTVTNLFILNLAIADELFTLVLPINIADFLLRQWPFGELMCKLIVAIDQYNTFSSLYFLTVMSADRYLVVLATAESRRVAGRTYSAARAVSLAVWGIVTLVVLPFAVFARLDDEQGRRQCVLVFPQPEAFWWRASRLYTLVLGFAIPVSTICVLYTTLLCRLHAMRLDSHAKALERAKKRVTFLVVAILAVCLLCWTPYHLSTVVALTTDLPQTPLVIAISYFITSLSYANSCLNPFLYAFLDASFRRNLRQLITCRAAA
DNA FID counter: counter-screen for HCV NS3 helicase inhibitors: DNA intercalator displacement | DNA fluorescent intercalator displacement, fluorescence | inhibition, % at 7.9 µM | 290,000 tested, 0.17% active | AID 1845; in the data active = inhibition above about 37%;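 also: 0% = vehicle and 100% = reference compound; higher means more ethidium bromide displaced from hairpin DNA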
NS3 helicase inh: HCV NS3 helicase inhibition | NS3 helicase DNA unwinding, Cy5 molecular beacon fluorescence | inhibition, % at 10.9 µM | 290,000 tested, 0.56% active | AID 1800;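 active = inhibition above the mean of all tested compounds plus 3 SD, set per campaign, cut at about 35% in these data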;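 also: 0% = DMSO wells and 100% = thioflavine S control wells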
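Compound dosing – single dose, 10.9 µM nominal final, DMSO 0.8% final · System – NS3 helicase fragment of HCV · Buffer or medium – MOPS pH 6.5, MgCl2, DTT, Tween20, BSA · Signal – Cy5 beacon fluorescence read at start and 1 h · Also added – annealed dual-labelled DNA beacon duplex, ATP-started · Schedule – 1 h at 25 °C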
An asterisk follows results filed as active; x = not tested or not shown.

entry	SMILES	IMP-1 inhibitor	V1R ag counter	PHOSPHO1 block	VIM-2 inh	GalR3 antag	OXTR ag	GPR7 antagonist	DNA FID counter	NS3 helicase inh
1	CN(C)S(=O)(=O)c1cccc(COC(=O)CN2CCCCCC2=O)c1	-2.5	0.8	28	-2.1	-7	1.5	3	-12	-2
2	CCc1ccc(OCC(=O)NNC(=O)CSc2ncnc3sc(C)c(C)c23)cc1	-3.6	-0.7	16	-2.6	-4	-0.6	-4	-10	6
3	CCN(CC)C(=O)c1cnn(-c2ccccc2)c1NC(=O)c1ccco1	-5.6	0.9	7	-2.2	-4	-0.2	1	-4	-3
4	CSc1nnnn1-c1c(C)cc(C)cc1C	-0.8	-0.8	22	-2.1	-4	-0.7	-9	-12	-6
5	CCn1cc(C(=O)NCc2ccc(Cl)cc2)c(=O)c2cc(S(=O)(=O)N(C)C)ccc21	-2.0	0.4	14	-0.6	-10	0.7	4	5	-5
6	CC(C)(C)c1ccc(C(=O)c2c[nH]c(C(=O)NCC3CCCO3)c2)cc1 (stereo not given)	-0.6	8.8	-22	0.3	0	10	14	-23	-5
7	Cn1nc(C(=O)OCC(=O)N2CCc3ccccc32)c2ccccc2c1=O	0.3	-0.9	-37	-2.1	-2	-0.7	-4	2	-1
8	CCc1ccc2oc(C(=O)NCCc3ccc(S(N)(=O)=O)cc3)cc(=O)c2c1	-1.7	0.4	14	-1.7	-11	-0.9	-8	-20	7
9	O=C(NCc1ccccn1)C1CCN(S(=O)(=O)N2CCCC2)CC1	-4.0	0.3	9	-1.7	-3	-0.2	-7	-11	8
10	O=C1NN(c2cccc(Br)c2)C(=O)/C1=C\c1ccc(O)cc1	-7.3	-0.9	14	-4.2	-11	1.5	-5	-1	-15
11	Cn1c(=O)cc(N)n(Cc2ccccc2)c1=O	-1.7	0.8	1	-4.5	-2	-0.2	-4	-9	-8
12	COc1ccc(N2CCN(C(=O)CSc3nc4[nH]ncc4c(=O)n3-c3cccc4ccccc34)CC2)cc1	-2.5	2.3	24	-1.4	-6	-0.8	5	-35	12
13	CCc1cc(-c2onc(C)c2-c2cscn2)c(O)cc1OC	-1.5	3.5	-3	-1.0	-2	1.2	-12	-19	0
14	CCN(CC)S(=O)(=O)c1ccc(C(=O)OCn2nnc3ccccc3c2=O)cc1	-2.3	8.0	14	1.6	-1	10	-1	-15	-13
15	O=C(NCC1CCCO1)C(c1cccs1)N(Cc1cccs1)C(=O)Cn1nnc(-c2cccs2)n1 (stereo not given)	-0.7	1.9	6	-0.3	-3	0.6	-9	-32	-7
16	Cn1nc(OCC(=O)O)cc1C(F)(F)F	-1.5	0.5	12	-2.9	1	1.0	-13	0	5
17	CCn1c(SCC(=O)NNC(=O)c2ccccc2)nnc1-c1ccncc1	-1.6	1.1	-10	-2.7	-7	-0.1	-4	-6	2
18	CC(C)Oc1cccc(C2NC(=O)c3ccccc3O2)c1 (stereo not given)	-3.2	-0.2	45	0.0	1	-1.1	-10	-25	-4
19	Cc1cc(C)nc(/N=C(\NC(=O)C(C)(C)C)Nc2ccccc2)n1	-2.4	-0.3	10	0.0	-1	-1.2	-14	1	-11
20	O=C(CSc1n[nH]c(-c2cccnc2)n1)Nc1ccc(Br)cc1	-2.9	4.1	-84	-0.5	-2	3.4	-9	-3	12
21	O=C(CSc1nc(N2CCCCC2)nc(N2CCCCC2)n1)NC1CCCCC1	-0.1	x	x	-0.9	x	x	12	-3	4
22	Cc1ccc(NC(=O)C2CCN(S(=O)(=O)c3c(C)noc3/C=C/c3ccco3)CC2)nc1	-2.3	0.9	-10	-0.6	-3	-0.4	-11	-14	10
23	CN1CCN(CC(=O)Nc2ccc([N+](=O)[O-])cc2Br)CC1	-3.6	0.7	23	-2.3	-4	1.2	2	6	2
24	CC(C)NC(=O)c1cc2c(-c3ccc(Cl)cc3)nn(C)c2s1	-0.9	-0.4	6	-2.0	2	-0.6	1	-4	0
25	CCc1nc(NCc2ccc3c(c2)OCO3)c2oc3ccccc3c2n1	-3.3	-0.8	8	0.6	-4	-2.8	19	-11	-16
26	NC(=O)Cn1cnc2c(nnn2-c2cccc(Cl)c2)c1=O	0.8	x	28	0.1	-9	x	-3	0	-11
27	O=C(O)c1cc(NS(=O)(=O)c2ccc(N3CCOCC3)c([N+](=O)[O-])c2)cc(C(=O)O)c1	-1.7	0.3	-6	-1.9	-2	-0.5	-5	-4	-7
28	c1ccc(-n2c(-c3ccco3)nnc2-c2ccco2)cc1	-0.8	-0.2	-11	-0.9	-7	-0.1	-4	-6	-2
29	Cc1ccc2nc(N3C(=O)C(O)=C(C(=O)c4cc5ccccc5o4)C3c3cccs3)sc2c1 (stereo not given)	1.5	1.1	35	0.8	x	0.2	8	7	16
30	CCOC(=O)C1C(=O)CC(C)(O)C(C(=O)OCC)C1c1cccc(OC(F)(F)C(F)F)c1 (stereo not given)	-2.7	-1.0	-28	-0.9	2	-2.5	-7	-33	3
31	CCOc1ccc(C(=O)NC2CC3CCCC(C2)N3CC(C)C)cc1 (stereo not given)	-3.6	0.9	37	-4.0	-7	-0.3	1	10	11
32	CCOc1ccc2nc(SCC(=O)NCc3ccccc3)[nH]c2c1	-2.7	-1.7	44	-0.8	1	-2.1	-12	-8	2
33	CCOc1ccccc1Nc1nnc(SCc2ccc(C(=O)OC)o2)s1	-3.8	-1.8	48	-2.0	-4	-2.2	-9	-26	-3
34	O=C(CCCCn1c(=O)[nH]c2ccsc2c1=O)NCc1ccc2c(c1)OCO2	-0.8	-0.5	0	-0.2	x	-0.2	11	-8	-3
35	CCOc1ccc(C(CC(=O)O)NC(=O)C(CC)c2ccccc2)cc1 (stereo not given)	-1.6	0.5	20	0.1	-9	-0.3	11	-19	-4
36	COc1ccc(NS(=O)(=O)c2ccc(NS(=O)(=O)c3cccc(C(=O)O)c3)cc2)cc1	-1.0	-0.2	51	-2.6	-7	0.2	-8	-19	-1
37	COc1ccc(N2CC(C(=O)N3CCN(c4ccccc4F)CC3)CC2=O)cc1 (stereo not given)	-1.1	0.6	30	-0.6	4	-0.3	-5	-31	-6
38	O=C(CSc1ncnc2c1oc1ccccc12)NCC1CCCO1 (stereo not given)	0.7	1.3	x	-0.7	-5	0.7	-4	-4	4
39	CC1CN(c2oc(-c3ccco3)nc2C#N)CC(C)O1 (stereo not given)	-5.5	-0.9	10	-4.0	-2	0.2	-15	0	-2
40	CCn1c(=O)c2cc(C(=O)NCCOC)sc2c2ccccc21	-5.3	2.1	20	8.3*	-9	-0.3	6	-27	-9

As a working copy, two of the compounds above.
entry	SMILES	IMP-1 inhibitor	V1R ag counter	PHOSPHO1 block	VIM-2 inh	GalR3 antag	OXTR ag	GPR7 antagonist	DNA FID counter	NS3 helicase inh
1	CN(C)S(=O)(=O)c1cccc(COC(=O)CN2CCCCCC2=O)c1	-2.5	0.8	28	-2.1	-7	1.5	3	-12	-2
2	CCc1ccc(OCC(=O)NNC(=O)CSc2ncnc3sc(C)c(C)c23)cc1	-3.6	-0.7	16	-2.6	-4	-0.6	-4	-10	6

Next section.
entry	SMILES	IMP-1 inhibitor	V1R ag counter	PHOSPHO1 block	VIM-2 inh	GalR3 antag	OXTR ag	GPR7 antagonist	DNA FID counter	NS3 helicase inh
41	Cc1nc(-c2nnc(SCC(=O)Nc3ccc(Cl)cc3)n2C)cs1	-2.6	-1.2	32	-1.0	-3	-0.1	-2	-10	-5
42	CCN(CC)c1ccc(/C=N/N2CCN(Cc3ccc(Cl)cc3)CC2)c(O)c1	-2.4	0.3	3	-1.2	-5	-0.2	-12	1	8
43	O=C(/C=C/c1ccco1)Nc1cccc(NC(=O)/C=C/c2ccco2)n1	-1.9	2.5	-9	1.4	2	2.9	-8	-18	26
44	CCOc1ccc(-n2c(SCC(=O)NCc3ccco3)nnc2-c2c[nH]c3ccccc23)cc1	-1.5	1.8	14	-4.5	x	0.8	-10	-29	-7
45	CCCn1c2ccccc2c2cnn(CC(=O)N3CCN(C4CCCCC4)CC3)c(=O)c21	0.9	3.6	12	7.8*	x	2.6	-13	7	-8
46	COc1ccc(C(=O)NC2CCc3ccccc32)cc1OC1CCN(C(C)=O)CC1 (stereo not given)	-1.7	1.0	25	-1.0	-2	1.0	-7	-49	11
47	CCN1C(=NCCN2CCOCC2)N[C@@H](c2ccccc2)C(C(=O)OC)=C1C	-3.5	-0.8	-30	-5.5	6	0.3	3	8	14
48	O=C(CSc1nc(NS(=O)(=O)c2ccccc2)cc(=O)[nH]1)Nc1ccccc1Cl	-0.1	x	22	-3.1	-7	x	-6	-2	7
49	Cc1noc(NS(=O)(=O)c2ccc(NC(=O)/C=C/c3ccc(C(C)C)cc3)cc2)c1C	-1.7	-1.0	x	-1.7	-5	0.8	-5	-11	-41
50	C=C(C)COc1ccc(-c2ncncc2-c2ccccc2)c(O)c1	-4.0	-0.8	2	-4.2	-7	-1.8	-13	-33	-7
51	O=C(N/N=C/c1ccc([N+](=O)[O-])cc1)C(=O)N1CCCC1	-1.9	0.8	56	-2.1	-3	-1.0	-9	-1	2
52	O=C(CSCC(=O)N1CCCc2ccccc21)Nc1nc(-c2ccccc2)cs1	-0.8	2.6	4	-0.2	x	-0.4	-12	-28	-16
53	COc1cccc(O)c1CN1CCC(C(=O)Nc2ccc(-c3cccc(C)c3)cc2)CC1	-2.5	6.1	36	-0.6	-9	17	0	29	-43
54	Cc1nc2ncccn2c1-c1csc(Nc2ccccc2)n1	-4.7	3.4	6	-1.5	-2	0.3	0	-14	-1
55	CCOC(=O)N1CCN(C(=O)c2oc3ccc(S(=O)(=O)N4CCOCC4)cc3c2C)CC1	-3.3	3.7	12	-3.5	-5	2.1	-16	-30	10
56	Nc1c(/C=C2/C=CC(=O)C(O)=C2)c(=O)nc2sc(CC(=O)N3CCCC3)nn12	-1.3	1.0	40	0.7	-7	1.0	-9	-29	3
57	CCOC(=O)c1ccc(S(=O)(=O)NNC(=O)COc2ccccc2C)cc1	1.6	-0.3	11	0.6	-3	-1.2	-13	-1	-4
58	Cc1cc(NC(=O)CSc2nnc(-c3cccnc3)n2C)no1	-4.5	0.4	2	-3.6	-2	1.2	-5	-1	1
59	CCC(C)(C)n1nnnc1C(c1ccc(O)cc1)N1CCc2ccccc2C1 (stereo not given)	-1.6	1.1	-112	-0.3	-5	-0.4	3	0	-11
60	CCCCCCCc1nc2nc(C)c(Br)c(=O)n2[nH]1	-3.6	0.8	24	-3.8	-3	-1.3	8	-12	8
61	O=C(CCC(=O)c1cccs1)Nc1ccc(N2CCCCC2)cc1	-1.3	-0.8	6	-2.6	-4	0.5	-11	-10	11
62	CCc1ccc(NC(=O)CSc2ccccn2)cc1	-3.9	-0.7	16	-1.2	0	-0.1	1	-10	-2
63	Cc1noc(C)c1CSCC(=O)N(C)CC(=O)Nc1ccc(Cl)cc1	-0.6	1.3	-18	-0.1	-4	1.4	-9	-15	-2
64	CCOC(=O)CS(=O)(=O)c1ccc(C(F)(F)F)cn1	-2.2	-0.4	3	-2.2	-2	9.1	-3	-13	5
